Compound activity deposited in PubChem BioAssay by several laboratories.
CRFR2-BP ag – agonists of CRF-BP/CRF-R2 complex, primary screen, cell-based, HEK293, calcium dye fluorescence, uHTS; CRF-binding protein / CRF receptor 2 complex (human); calcium dye fluorescence (FLIPR); percent of saturating CRF peptide response; activation, % at 13.2 µM; actives 0.46% (n = 350,000); AID 588473, 2011;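 active means activation of at least 50%, plus an integration ratio under a set limit after plate pattern correction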;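 further: plate controls were neutral control wells without compound for no effect and CRF at EC100 for full effect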
GalR3 antagonist – GalR3 antagonists in HEK293 cells, primary screen, cell-based, fluorescence readout. Galanin receptor type 3 (Homo sapiens), O60755. HEK293 GalR3-CNG cAMP membrane potential fluorescence; galR3 body fused to GalR1 C-terminus. inhibition, % at 3 µM. actives 0.44% (n = 360,000);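 active means inhibition above the screen-wide average plus 3 SD, cut at about 13% in these data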;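 further: forskolin and galanin both at EC90 stimulate the cells; cAMP rise reported by CNG channel membrane potential dye signal; 0% = forskolin plus galanin with DMSO and 100% = forskolin alone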
Target sequence (O60755 1-299 limits assumed): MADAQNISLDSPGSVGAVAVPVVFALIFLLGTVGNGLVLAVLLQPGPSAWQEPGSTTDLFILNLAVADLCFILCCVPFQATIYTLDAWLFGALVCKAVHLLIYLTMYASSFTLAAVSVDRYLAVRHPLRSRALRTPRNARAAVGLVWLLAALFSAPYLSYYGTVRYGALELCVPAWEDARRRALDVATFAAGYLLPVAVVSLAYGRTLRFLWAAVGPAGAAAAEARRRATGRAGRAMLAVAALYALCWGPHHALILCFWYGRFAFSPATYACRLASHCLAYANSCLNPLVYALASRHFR
MEKK3 PB1 HTS – modulators of MEKK3-MEK5 PB1 binding, primary screen, biochemical, wildtype MEKK3, multiplex bead flow cytometry, Alexa488-MEK5; binding response (% of control), % at 10 µM; AID 1529, 2009; actives 1.4% (n = 290,000); Mitogen-activated protein kinase kinase kinase 3 (Homo sapiens), Q99759; bead-based flow cytometry, Alexa488-MEK5 binding to MEKK3; actives lie on both sides; 0 = blocked by unlabeled MEK5, 100 = vehicle;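 active means binding response more than 3 SD above or below the average of its plate-row segment, actives on both sides; inconclusive means wells at one plate position flagged as instrument error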;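 further: Alexa488 bead fluorescence after subtracting the streptavidin-only scavenger bead signal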
Target sequence (Q99759 whole entry, looked up): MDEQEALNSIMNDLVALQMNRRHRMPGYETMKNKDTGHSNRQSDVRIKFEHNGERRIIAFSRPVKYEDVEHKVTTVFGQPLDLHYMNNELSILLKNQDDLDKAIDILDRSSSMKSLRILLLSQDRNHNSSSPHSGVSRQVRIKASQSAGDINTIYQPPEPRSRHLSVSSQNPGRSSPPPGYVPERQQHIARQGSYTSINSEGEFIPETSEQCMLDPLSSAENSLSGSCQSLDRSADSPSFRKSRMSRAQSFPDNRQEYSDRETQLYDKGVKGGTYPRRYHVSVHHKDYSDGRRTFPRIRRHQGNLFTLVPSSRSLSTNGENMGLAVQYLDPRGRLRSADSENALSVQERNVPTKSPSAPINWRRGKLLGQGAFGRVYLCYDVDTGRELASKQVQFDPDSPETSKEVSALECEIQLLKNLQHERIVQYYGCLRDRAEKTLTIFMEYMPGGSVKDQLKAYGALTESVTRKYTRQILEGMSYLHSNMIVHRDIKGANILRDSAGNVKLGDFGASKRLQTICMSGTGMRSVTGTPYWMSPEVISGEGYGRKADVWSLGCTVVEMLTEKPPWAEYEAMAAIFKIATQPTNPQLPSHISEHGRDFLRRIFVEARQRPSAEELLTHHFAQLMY
CRFR2-BP antag – antagonists of CRF-BP/CRF-R2 complex, primary screen, cell-based, HEK293, calcium dye fluorescence, uHTS | CRF-induced calcium fluorescence | inhibition, % at 11.8 µM | actives 0.59% (n = 350,000) | AID 588475, 2011;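 active means inhibition of the ligand-induced calcium signal above about 50% at the single tested concentration, limit read from the data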
DNA FID counter – compounds displacing fluorescent DNA intercalator, primary screen, artefact control for HCV NS3 helicase inhibitor project, biochemical, FID fluorescence; actives 0.17% (n = 290,000); DNA fluorescent intercalator displacement; AID 1845, 2009; inhibition, % at 7.9 µM; in the data active means inhibition above about 37%;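 further: 0% = vehicle and 100% = reference compound; higher means more ethidium bromide displaced from hairpin DNA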
HCV NS3 hel inh – inhibitors of HCV NS3 helicase, primary screen, biochemical, Cy5 molecular beacon fluorescence; NS3 helicase DNA unwinding; actives 0.56% (n = 290,000); Hepatitis C virus NS3 helicase; inhibition, % at 10.9 µM;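 active means inhibition above the mean of all tested compounds plus 3 SD, set per campaign, cut at about 35% in these data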;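 further: 0% = DMSO wells and 100% = thioflavine S control wells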
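Assay system – hepatitis C virus NS3 helicase domain fragment enzyme · Buffer or medium – MOPS pH 6.5, MgCl2, DTT, Tween20, BSA · Reagent – Cy5/quencher beacon DNA duplex and ATP to start · Compound – single 10.9 µM dose · Timing – 1 h at 25 °C · Technique – Cy5 beacon fluorescence read at start and 1 h · Measure – % inhibition of unwinding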
MEKK2mut PB1 HTS – MEK5 binding signal on mutant MEKK2 PB1, primary screen, biochemical, multiplex bead flow cytometry, Alexa488-MEK5; AID 1530, 2009; actives 0.35% (n = 290,000); percent response, % at 10 µM; Alexa488-MEK5 binding to MEKK2 mutant; in the data active means percent response above about 24%, passing the limit was not always enough; further: inactives centre near 1; some results filed as inactive read as strong as hits; reference of the scale not given here
MEKK2wt PB1 HTS – modulators of MEK5 binding to wildtype MEKK2, primary screen, biochemical, multiplex bead flow cytometry, Alexa488-MEK5. Mitogen-activated protein kinase kinase kinase 2 (Homo sapiens), Q9Y2U5. Alexa488-MEK5 binding to MEKK2 WT; actives lie on both sides. binding response (% of control), % at 10 µM. actives 1.1% (n = 290,000). AID 1531, 2009; in the data active means binding response below about 67% or above about 130%; inconclusive means no clear call, values can overlap the other calls; inactive means in between
UBC9 SUMO inh – inhibitors of in vitro SUMOylation cascade, primary screen, biochemical, HTRF, uHTS; actives 0.36% (n = 290,000); HTRF SUMOylation assay, SAE1/SAE2 + UBC9; inhibition, % at 35 µM; AID 2006, 2009; in the data active means inhibition above about 50%, passing the limit was not always enough; inconclusive means no clear call, values can overlap the other calls; further: strong numbers were not always called active
Target sequence (P63279 whole entry, looked up): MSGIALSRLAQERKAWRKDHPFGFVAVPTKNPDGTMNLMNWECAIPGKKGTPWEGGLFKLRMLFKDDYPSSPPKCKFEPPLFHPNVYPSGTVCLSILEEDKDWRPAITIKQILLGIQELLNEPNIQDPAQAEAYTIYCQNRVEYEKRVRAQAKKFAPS
The depositor's hits bear a star; ? = inconclusive; · = not tested or not shown; [ ] = another dose, or the depositor's remark. Not all compounds are listed. The share of hits here may be higher or lower than overall.

SMILES	CRFR2-BP ag	GalR3 antagonist	MEKK3 PB1 HTS	CRFR2-BP antag	DNA FID counter	HCV NS3 hel inh	MEKK2mut PB1 HTS	MEKK2wt PB1 HTS	UBC9 SUMO inh
CNC(=S)N(Cc1ccc(OC)cc1)Cc1cc2cc(C)ccc2[nH]c1=O	-0.5	-5	102	-51	7	-8	-5	94	-20
O=C1CNC(=O)/C1=C/c1ccc(O)cc1	-1.8	4	100	-8	0	-5	-3	97	11
O=C(c1cccs1)C1CCCN(Cc2nc(Cc3ccccc3F)no2)C1 (stereo unspecified)	2.4	-3	100	3	-28	20	3	97	3
COc1ccc(/C=C2\CN(Cc3ccccc3)C/C(=C\c3ccc(OC)cc3)C2=O)cc1	1.7	3	92	7	-9	-3	0	94	1
Cc1ccc(N2CC(C)Cn3c2nc2c3c(=O)[nH]c(=O)n2C)cc1C (stereo unspecified)	-7.2	-13	106	-5	-33	2	10	110	3
CCOC(=O)C1CCN(c2c(Nc3ccc4c(c3)OCCO4)c(=O)c2=O)CC1	-1.4	0	111	-1	-12	-5	11	111	1
O=C(c1ccc(Cl)c([N+](=O)[O-])c1)N(Cc1ccc(F)cc1)C1CCS(=O)(=O)C1 (stereo unspecified)	0.0	-5	114	-8	-15	-6	8	107	30
CCOC(=O)c1csc(NC(=O)c2cc3ccccc3o2)n1	1.3	0	93	-3	-10	9	-12	92	-5
C=C1CCN(c2ccc(C(=O)O)cc2[N+](=O)[O-])CC1	-1.2	·	103	8	·	·	-1	100	·
CN(C)S(=O)(=O)n1cc(/C=C(\NC(=O)c2ccccc2Cl)C(=O)NCCN2CCOCC2)c2ccccc21	-0.1	2	102	12	28	-66	13	101	1
Cc1nc(-c2nnc(SCC(=O)Nc3ccc(C(F)(F)F)cc3)n2C)cs1	-0.5	7	103	-2	-17	17	0	102	9
O=C(Cn1nc(-c2ccccc2)c2ccccc2c1=O)Nc1cccc(O)c1	-1.8	-8	104	14	-8	-3	10	101	7
CC(C)OC(=O)c1cc(-c2ccc(C=O)o2)ccc1Cl	0.6	0	101	1	2	24	0	95	28
Cc1nnc2c3ccccc3c(Cl)nn12	2.1	-4	87	-18	2	-4	-3	100	23
O=C(Nc1ccnc(-c2cccnc2)n1)c1cccs1	-2.2	-1	108	10	-3	-1	-9	96	11
COc1ccc(-n2c(SCC(=O)N3CCCC(C)C3)nnc2-c2cccnc2)cc1 (stereo unspecified)	-2.1	-2	·	-13	-20	-1	·	·	19
CN(C)S(=O)(=O)N(Cc1ccc(Br)cc1)c1ccccc1	0.5	-6	102	47	-15	-10	3	101	-3
N#Cc1c(N)nc(N2CCCC2)c(C#N)c1-c1ccc(Cl)cc1	0.6	-5	105	27	5	5	0	100	29
COc1ccc(C2C3=C(N=C4SCC(=O)N42)c2ccccc2CC3)cc1 (stereo unspecified)	-1.8	-2	105	-8	-8	5	-1	99	10
CN(C)S(=O)(=O)c1cccc(NC(=O)COC(=O)c2ccc([N+](=O)[O-])o2)c1	0.5	-1	110	7	5	-7	0	112	-5
CCc1nnc(NC(=O)C(c2ccccc2)c2ccccc2)s1	-0.9	-10	99	-22	-33	-15	0	100	8
CCOC(=O)COc1c(-c2ccc(OC)cc2)oc2ccccc2c1=O	-1.4	-4	115	6	-28	-2	4	107	24
CCCCCCn1nc(C(=O)N(CC(C)C)c2c(N)n(CCCC)c(=O)[nH]c2=O)c2ccccc2c1=O	0.9	-4	96	-10	-43	16	-6	97	-7
N#CC1=C(Nc2ccccc2)SC=C(c2ccc(Br)cc2)N=C1N1CCOCC1	6.5	0	113	3	1	0	9	115	21
COc1ccc(/C=C(\NC(=O)c2ccccc2)C(=O)NNC(=O)CCN2CCOCC2)cc1	-2.7	-4	98	-6	-1	0	-4	99	-3
O=C(NCCCN1CCCC1=O)Nc1ccc(F)c(Cl)c1	-0.3	-3	105	-20	-3	10	8	103	-15
Cc1ccc(C(=O)CC2(O)C(=O)N(C)c3ccc(Br)cc32)c(C)c1 (stereo unspecified)	-0.5	1	103	-2	-26	3	1	103	0
COc1ccc(C(=O)N2CCCCC2)cc1S(=O)(=O)Nc1cccc(C(=O)O)c1	-0.7	-7	112	8	-1	0	-3	106	1
CCC(CO)[n+]1c(C)cc(/C=C2\Sc3ccccc3N2Cc2ccccc2)cc1C (stereo unspecified)	77*	10	79	-103	-7	-57	-5	63*[inhibitor]	-1
CCCSc1nnc(N)s1	-2.7	-3	101	22	9	4	0	98	6
Cc1cc2ncn(-c3ncnc4sc(C)c(C)c34)c2cc1C	-1.4	-2	89	-6	-24	-6	-3	91	28
CCC(Sc1nc(=O)cc(N)n1-c1cccc(C)c1)C(=O)Nc1cc(C)on1 (stereo unspecified)	0.7	-12	·	-1	-22	0	·	·	15
O=C(NCCc1ccccc1)C1CCCN1C(=O)NCc1ccccc1 (stereo unspecified)	1.1	7	119	-75	-3	5	5	115	19
Cc1cccc(NC(=O)CC(C)S(=O)(=O)c2ccc3c(c2)NC(=O)CO3)c1C (stereo unspecified)	0.0	3	102	6	-22	24	-1	97	3
O=C(Nc1ccc2ccccc2c1)c1cccc([N+](=O)[O-])c1	1.1	-5	104	12	10	3	5	104	-9
Cn1c(SCc2ccc(Br)cc2)nc2c(c1=O)SCC2	-1.7	1	101	14	-3	-2	-1	101	6
CCOc1ccccc1CNC(=O)c1c([N+](=O)[O-])c(C)nn1C	-1.4	0	96	22	0	-9	-2	101	6
COc1ccc(S(=O)(=O)N(CC(=O)N2CCOCC2)c2cc(Cl)ccc2OC)cc1OC	0.1	2	103	-25	-17	-3	3	101	-1
COc1ccccc1/C=C(\NC(=O)c1cccc(C)c1)C(=O)Nc1ccccn1	0.2	-10	95	-3	-11	7	1	99	4
Cc1ccccc1NC(=O)CSc1nnc(CNC(=O)c2ccc3c(c2)OCO3)n1C	-3.0	-7	103	5	-14	-4	0	102	13
COc1ccc(NC(=S)NNC(=O)CNc2ccc(Cl)cc2)cc1	-0.9	-2	101	-2	-15	-3	2	102	-45
O=C(NCCO)c1ccc2nc(-c3ccco3)c(-c3ccco3)nc2c1	0.5	-2	101	-6	-1	13	5	100	?
COc1cc(C(=O)NNC(=O)CNC(=O)c2ccc(Br)o2)cc(OC)c1OC	0.9	1	103	11	-10	7	9	109	6
CCCNC(=O)CN(Cc1ccccc1F)S(=O)(=O)c1ccc(C)cc1	-0.7	-6	109	-4	-24	-8	7	109	1
Cc1cc(C)n(CC(=O)N2CCCC(N3CCN(Cc4ccc5c(c4)OCO5)CC3)C2)n1 (stereo unspecified)	-1.8	1	103	-6	0	-4	3	102	5
Cc1ccc(C)c(N(C(=O)c2csnn2)C(C(=O)NC2CCCCC2)c2cccnc2)c1 (stereo unspecified)	-1.1	-8	101	-2	-46	11	-2	104	-6
Cc1ccc(NC(=O)CCn2cccc2)cc1F	0.9	-8	96	-19	-5	-4	-5	98	4
CSc1cccc(NC(=O)CN(C)S(=O)(=O)c2ccc(C)cc2)c1	-2.4	1	101	7	-12	-8	3	101	0
CC/C=C/C(=O)N1CC2(CC(c3cccc(NC(=O)COc4ccc(Cl)cc4)c3)=NO2)C[C@H]1C(N)=O (stereo partly specified)	-0.8	-2	52	-1	·	·	1	58	-7
COc1ccc(N2CC(C(=O)N[C@@H](C)C(=O)NCCc3ccccc3)CC2=O)cc1 (stereo partly specified)	-1.3	-6	99	-4	-16	-7	-4	100	-4
C#CCOCCOCCOCCNc1nc(N2CCN(C(=O)[C@H]([C@@H](C)CC)n3cc([C@@H](N)Cc4ccc(O)cc4)nn3)CC2)nc(N2CCN(C(=O)[C@H]([C@@H](C)CC)n3cc([C@@H](N)Cc4ccc(O)cc4)nn3)CC2)n1	-0.5	-7	108	-8	36	-66	31	151*	2
Cc1c(C(=O)C(=O)NCCC2=CCCCC2)c2ccccc2n1C	-3.0	-4	95	-17	-11	8	9	92	-15
O=C(N1CCOCC1)N1CCN(c2nc(-c3ccc(F)cc3)cs2)CC1	-5.9	-7	96	-3	-20	5	-3	100	0
CCOC(=O)COc1ncn(-c2ccccc2)n1	5.2	-3	101	25	-1	3	4	103	6
CCOP(=O)(c1c(F)c(F)c(F)c(F)c1F)C1(O)CCCCC1 (stereo unspecified)	-0.3	-1	116	16	-1	-1	12	116	21
O=C(CSc1nnc(NC(=O)c2ccccc2[N+](=O)[O-])s1)NCc1ccco1	0.9	-2	109	18	-2	7	11	109	5
CCOC(=O)C1C(=O)NC(SCC(=O)Nc2nccs2)=C(C#N)C1c1ccccc1OCC (stereo unspecified)	1.0	·	78	1	-19	11	-7	79	8
Cn1c2ccc(Br)cc2c2nnc(SCC(=O)O)nc21	-2.7	0	99	10	-3	25	0	101	0
Cc1cc(NCc2ccco2)nc(N2CCC(C(=O)NC3CCCCC3)CC2)n1	-0.5	3	101	-6	14	4	7	106	25
Cn1cc(Cl)c(/C(N)=N/OC(=O)c2ccccc2C(F)(F)F)n1	-1.1	2	100	7	-4	2	7	104	4

A draw from above in order of heavy-atom count, lowest first:
SMILES	CRFR2-BP ag	GalR3 antagonist	MEKK3 PB1 HTS	CRFR2-BP antag	DNA FID counter	HCV NS3 hel inh	MEKK2mut PB1 HTS	MEKK2wt PB1 HTS	UBC9 SUMO inh
COc1ccc(C(=O)N2CCCCC2)cc1S(=O)(=O)Nc1cccc(C(=O)O)c1	-0.7	-7	112	8	-1	0	-3	106	1
COc1ccc(/C=C(\NC(=O)c2ccccc2)C(=O)NNC(=O)CCN2CCOCC2)cc1	-2.7	-4	98	-6	-1	0	-4	99	-3
CC/C=C/C(=O)N1CC2(CC(c3cccc(NC(=O)COc4ccc(Cl)cc4)c3)=NO2)C[C@H]1C(N)=O (stereo partly specified)	-0.8	-2	52	-1	·	·	1	58	-7

Next entries.
SMILES	CRFR2-BP ag	GalR3 antagonist	MEKK3 PB1 HTS	CRFR2-BP antag	DNA FID counter	HCV NS3 hel inh	MEKK2mut PB1 HTS	MEKK2wt PB1 HTS	UBC9 SUMO inh
Cc1ccccc1C(=O)N1CCC(C(=O)Nc2cccc(F)c2)CC1	-0.5	-1	95	-41	-20	0	2	98	-9
CN(C[C@H](Cc1ccccc1)N(C[C@H](CC1CCCCC1)N(CCc1ccccc1)N=O)N=O)N=O	-0.2	-4	98	-4	-7	5	9	109	-4
Cc1c(C(=O)/C=C/N(C)C)nnn1-c1ccc(F)c(Cl)c1	-0.4	-2	98	1	-11	-2	-5	95	16
COc1ccc(C(=O)CN2C(=O)NC(C)(c3ccccc3)C2=O)cc1OC (stereo unspecified)	0.7	-1	102	-10	-12	1	10	103	33
